# Compound activity (PubChem)
# mcGAS RapidFire – mouse cGAS inhibition by mass spec | Q8C6L5 | recombinant mouse cGAS, cGAMP by RapidFire MS | inhibition, % at 12.5 µM | actives 0.18% (n = 130,000);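 active = inhibition of cGAS enzyme activity at or above 60%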;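 note: enzyme stimulated by 45 bp dsDNA with ATP and GTP substrates; cGAMP share of summed cGAMP plus half ATP and half GTP signals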
# Target sequence (Q8C6L5 whole entry, looked up): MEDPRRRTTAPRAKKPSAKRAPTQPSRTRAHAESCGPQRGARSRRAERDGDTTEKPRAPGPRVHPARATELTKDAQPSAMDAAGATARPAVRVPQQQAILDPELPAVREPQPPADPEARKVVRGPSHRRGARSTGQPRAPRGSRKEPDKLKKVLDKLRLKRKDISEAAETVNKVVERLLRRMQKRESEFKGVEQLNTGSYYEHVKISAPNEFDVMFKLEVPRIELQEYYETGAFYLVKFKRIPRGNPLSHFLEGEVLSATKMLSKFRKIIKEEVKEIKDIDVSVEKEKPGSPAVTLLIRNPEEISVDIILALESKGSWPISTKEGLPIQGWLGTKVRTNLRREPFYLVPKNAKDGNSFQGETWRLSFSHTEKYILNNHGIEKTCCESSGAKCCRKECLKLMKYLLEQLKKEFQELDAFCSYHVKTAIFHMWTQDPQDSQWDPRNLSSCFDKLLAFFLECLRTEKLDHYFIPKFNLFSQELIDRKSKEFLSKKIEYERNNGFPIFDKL
# An asterisk follows results filed as active.
SMILES,mcGAS RapidFire
Cc1cc(NCCCNC(=O)c2occc2C)nc(C(C)C)n1,-7.7
CCCCc1nc2cc(C(=O)N3C[C@@H]4CCC[C@H]3C4)ccc2o1,8.4
Cn1ccnc1C(NC(=O)C1CCN(S(=O)(=O)c2ccc(F)c(F)c2)CC1)c1ccccc1 (centres undefined),9.0
CCOC(=O)c1c(C)[nH]c(C(=O)Nc2c(C)n(C)n(-c3ccccc3)c2=O)c1C,-1.7
Cc1nn(-c2ccc(N3CCCCC3)nn2)c2c1C(c1ccc(O)cc1)CC(=O)N2 (centres undefined),0.3
CC1CN(c2ccnc(C(=O)NCc3ccccc3)c2)CCS1 (centres undefined),13.1
CC1=C(C(=O)OC2CCCC2)C(c2cccc([N+](=O)[O-])c2)NC(=O)N1C (centres undefined),-3.4
Cc1nc2cc(F)ccc2cc1C(=O)NCCC(=O)N1CCCC1,-4.5
COc1ccc(CNc2ncn[nH]2)cc1OC,-1.9
O=C(O)CCCC(=O)Nc1ccc(N2C(=O)C3C4CCC(C4)C3C2=O)cc1 (centres undefined),-3.7
O=C(Nc1cccc(-c2cscn2)c1)C1CCN(CCCn2cccn2)CC1,-5.2
C=C(C)CN(CC)c1nc(N)c(C#N)c(C(C#N)Cc2ccc(C)cc2)c1C#N (centres undefined),-5.3
CCCn1c(=O)c2c(nc3n(-c4ccc(Cl)cc4)c(C)cn23)n(C)c1=O,-6.2
C=CCNc1nc(C(=O)OCC(=O)NCCN2C(=O)CSC2=O)cs1,-6.6
O=C(Cc1csc(NC(=O)c2ccccc2F)n1)OC1CC2CCC1C2 (centres undefined),0.9
CCOC(=O)c1c(C)sc(C=NNc2ccccc2)c1O,-12.4
O=C(c1cccs1)c1ccccc1C(=O)N1CCC2CCCCC2C1 (centres undefined),-4.9
CC(C)(NS(C)(=O)=O)c1cccc(Cl)c1,-5.4
CC1(C)CC(=O)C2=C(C1)OC1(C)OC(=O)CC21 (centres undefined),-10.4
CCCC1=NN(C(C)=O)C(C(=O)NCC2CC[C@H]3C[C@@H]2C3(C)C)O1 (some centres undefined),-3.3
O=C(CSc1nc2ccccc2o1)N1CCNC1=O,-31.6
O=C(c1ccc(=O)n(Cc2ccc(F)cc2)n1)N1CCN(c2ccccc2)CC1,-5.0
CCNC(=O)C1(C)CCN(Cc2ccc3c(c2)OCO3)C1 (centres undefined),-6.5
Fc1cc(Cl)ccc1NC1=NCCCCC1,-3.6
COc1ccc(N2CCN(c3nc4sccn4c3[N+](=O)[O-])CC2)cc1,-24.4
Fc1ccc(Cc2nsc(N3CCCNCC3)n2)cc1,-3.1
Cc1cn2c3c(=O)n(CC(C)C)c(=O)n(C)c3nc2n1-c1ccccc1F,0.3
CCNC(=O)NC(=O)CSc1nnc(C)n1-c1ccc(C)cc1,-4.3
COc1cccc(NC(=O)c2[nH]c3c(c2C)C(=O)CCC3)c1,-5.1
Cc1cn2c3c(=O)n(CCCO)c(=O)n(C)c3nc2n1-c1ccc(F)cc1,-15.2
COc1ccc(/C=C/C(=O)N2CCCC(CCC(=O)NC3CC3)C2)cc1 (centres undefined),2.3
CCOc1ncccc1C(=O)Nc1c(C)nc2ccc(C)cn2c1=O,-6.4
O=C1NC(CC(=O)N2CCCCC2)C(=O)Nc2ccccc21 (centres undefined),-7.8
CCOc1ccc2cc(C(=O)C(C#N)=C(O)c3ccsc3)[nH]c2c1,-0.9
COc1cccc(-c2cccc(NC(=O)C3CCN(CC4CC4)CC3)c2)c1,-2.0
Cc1ccc(C)c2sc(N(CCN3CCOCC3)C(=O)c3ccno3)nc12,-2.9
FC(F)(F)c1cc(-c2ccccc2)nc(N2CCCC2)n1,8.8
NC(=O)c1ccc(C(F)(F)F)n(CC(O)CN2CCOCC2)c1=O (centres undefined),-5.1
Cc1cccc(OCCC(=O)Nc2cccc(C#N)c2)c1,-5.4
Cc1c(C(=O)Nc2cccc(Oc3ccccc3)c2)sc(=O)n1Cc1cccc(F)c1,-3.2
Cc1ccc(Cn2nccc2NC(=O)Cc2c(C)noc2C)o1,-9.2
COc1cccnc1N(C)S(=O)(=O)c1cccc2ncccc12,8.5
CN(C)CCC(=O)NC1(C)CS(=O)(=O)CC1S(=O)(=O)O (centres undefined),-0.3
NC(=O)[C@H](Cc1ccccc1)NCC(=O)NC1CCCCCCC1,1.5
O=C(CNc1ccc(F)cc1OCCO)Nc1cc(Cl)ccc1F,3.0
O=C(CN1CCCc2sccc2C1=O)Nc1ccc2nc(C3CC3)oc2c1,-3.4
O=C(CC1Cn2ncc(-c3ccccc3)c2NC1=O)NC1CCCCC1 (centres undefined),-4.7
O=C(C(c1ccccc1)C1CCCCC1)N1CCC(c2ccc(F)cc2)CC1 (centres undefined),-4.0
CN(c1ccccc1Oc1ccccc1)S(=O)(=O)c1cnc[nH]1,1.1
Cn1ccsc1=NC(=O)CCc1ccc(-c2ccccc2)[nH]1,-20.8
CC(C)c1cc(C(=O)N2C[C@@H]3[C@H](C2)[C@H]2CC[C@@H]3O2)nc2ncnn12,-24.2
COC(=O)[C@@H]1C[C@H](NC(=O)c2cc3ccccc3n2C)CN1C,-15.6
COc1ccc2c(c1)SC(C)C(=O)N2Cc1ccc2oc3ccccc3c2c1 (centres undefined),-6.2
CCC(C)C(=O)Nc1nc2c(s1)C(=O)CC(C)(C)C2 (centres undefined),-28.3
CN(Cc1ccccc1N1CCCCC1)C(C(N)=O)c1ccc(F)cc1 (centres undefined),-5.3
CCCNC(=O)CN(CCC)C(=O)Cn1cnc2c(oc3ccccc32)c1=O,-0.5
CN1CCC(Sc2ccc3ccccc3c2)C1=O (centres undefined),-3.1
CCOC(=O)C1CCN(C(=O)c2c(-c3ccccc3Cl)noc2C)CC1,0.3
CCN(CCn1cccn1)C(=O)c1ccc2c(c1)nnn2C,-9.9
Cc1nc(C)c(CCC(=O)NC(C)CCC(C)C)c(=O)[nH]1 (centres undefined),-3.6

# Sorted by SMILES length (ascending): 13 of the compounds above.
SMILES,mcGAS RapidFire
CN1CCC(Sc2ccc3ccccc3c2)C1=O (centres undefined),-3.1
CCN(CCn1cccn1)C(=O)c1ccc2c(c1)nnn2C,-9.9
Cc1ccc(Cn2nccc2NC(=O)Cc2c(C)noc2C)o1,-9.2
CCC(C)C(=O)Nc1nc2c(s1)C(=O)CC(C)(C)C2 (centres undefined),-28.3
Cn1ccsc1=NC(=O)CCc1ccc(-c2ccccc2)[nH]1,-20.8
NC(=O)[C@H](Cc1ccccc1)NCC(=O)NC1CCCCCCC1,1.5
O=C(CC1Cn2ncc(-c3ccccc3)c2NC1=O)NC1CCCCC1 (centres undefined),-4.7
O=C(CN1CCCc2sccc2C1=O)Nc1ccc2nc(C3CC3)oc2c1,-3.4
CCOC(=O)C1CCN(C(=O)c2c(-c3ccccc3Cl)noc2C)CC1,0.3
CCCNC(=O)CN(CCC)C(=O)Cn1cnc2c(oc3ccccc32)c1=O,-0.5
COC(=O)[C@@H]1C[C@H](NC(=O)c2cc3ccccc3n2C)CN1C,-15.6
Cc1c(C(=O)Nc2cccc(Oc3ccccc3)c2)sc(=O)n1Cc1cccc(F)c1,-3.2
CC(C)c1cc(C(=O)N2C[C@@H]3[C@H](C2)[C@H]2CC[C@@H]3O2)nc2ncnn12,-24.2

# Going on with the list.
SMILES,mcGAS RapidFire
CC(C)c1nc(CN(C)C(C)C(=O)Nc2nccs2)cs1 (centres undefined),-9.1
CC(Cc1cccnc1)NC(=O)C1(N2CCCCC2)Cc2ccccc2C1 (centres undefined),-7.7
CCn1ncc(Cl)c1C(=O)N(Cc1ccsc1)CC1CCCO1 (centres undefined),-10.0
NC(=S)CC(=S)N1CCOCC1,-2.3
CC(=O)c1cccc(S(=O)(=O)N2CCC(C(=O)NC(c3ccccc3)c3cccs3)CC2)c1 (centres undefined),-6.3
Cc1ccc(OCCOCCOc2ccc(/C=N\n3cnnc3)cc2)cc1,-6.4
CC(C)n1c2c(=O)n(C)c(=O)n(C)c2n2c(-c3ccc(F)cc3)nnc12,-3.5
COc1cccc2ccc(CN3CCc4[nH]nc(-c5ccccc5F)c4C3)nc12,-6.4
COc1ccccc1S(=O)(=O)NCc1ccccc1F,-11.9
CN(C(=O)c1cccc(-c2ccco2)c1)C1CCCN(Cc2ccccc2F)C1 (centres undefined),-13.5
COc1ccc(Cl)cc1N1CCN(c2nnc(C(=O)NN3CCOCC3)c3ccccc23)CC1,-3.7
COCCCn1ccnc1-c1ccc(-n2cccn2)cc1C,-14.0
O=C(CCn1c(=O)oc2ccccc21)NC1=NCCS1,-8.9
CS(=O)(=O)c1ccc(C(=O)N2CCN(c3ccc(O)cc3)CC2)cc1,-3.7
O=C(CN1C(=O)c2ccccc2S1(=O)=O)NC1CC1,3.8
COC(=O)c1ccc(CN2C(=O)C(C)ON=C2c2ccccc2-c2ccco2)o1 (centres undefined),14.1
CC1(C(=O)NCCCN2CCCC2=O)CCN1Cc1ccc(-c2ccccc2)o1 (centres undefined),-5.5
N#Cc1ccccc1CNc1ccc(Br)cc1F,1.3
COCCOc1ccccc1-n1c(C)cn2c3c(=O)n(C)c(=O)n(C)c3nc12,-2.8
COC(=O)C(NC(=O)C1=COCCC1)c1ccc(OC)c(OC)c1 (centres undefined),-5.4
Cc1ccccc1-c1cc(O)c2c(c1)CN(Cc1nccs1)CCO2,-13.5
O=c1ccc(-c2cccnc2)nn1CCNS(=O)(=O)c1ccccc1Cl,-2.0
COC(=O)[C@@H]1C[C@@H](NC(=O)NCc2ccccc2F)CN1C,2.8
Cc1cc(C(=O)N2CCN(Cc3cccc(O)c3)CC2)ccc1F,-8.0
CCOC(=O)N1CCN(S(=O)(=O)Nc2cccc(N3CCCC3=O)c2)CC1,-15.2
O=C1NCCNC1c1cccs1 (centres undefined),8.2
Cc1ccc(C(NC(=O)NCCC(=O)N2CCCCC2)C2CC2)cc1 (centres undefined),-9.8
COCCN(Cc1ccc(C)cc1)Cc1c(C)nn(C)c1Cl,-10.6
Cc1ncc(-c2ccc(NC(=O)c3ccc(N4CCCC4)nc3)cc2)o1,1.9
CCC(=O)Nc1ncc(Cc2ccc(C)cc2)s1,-6.4
Cc1ccccc1NC(=O)C(C)N1CCN(Cc2ccco2)CC1 (centres undefined),-3.1
Cc1nn(S(=O)(=O)c2ccc(C(C)(C)C)cc2)c(C)c1S(=O)(=O)N1CCC(C)CC1,-5.7
O=C(COc1ccc(Cl)c2ccccc12)NCC(F)(F)F,-6.7
c1ccc(-c2csc3[n+]2CCS3)cc1,-7.9
CC(=O)c1c(N2CCOCC2)[nH]c(-c2ccccc2)nc1=S,-5.6
CSc1nnc2c(n1)OC=Nc1ccc(Cl)cc1-2,1.6
O=C(CC1CSc2nc3[nH]ncc3c(=O)n21)Nc1ccc(F)cc1 (centres undefined),0.4
Cc1cc(CNC(=O)CCNS(=O)(=O)c2c(C)noc2C)ccc1F,-7.2
O=C1O[C@@H]2C[C@H]3C[C@@H]2[C@@H]1[C@H]3C(=O)N1CCN(C(=O)c2ccco2)CC1,-6.9
CC1c2cccn2CCN1Cc1cc(-c2cccs2)on1 (centres undefined),1.5
O=C(Nc1nc(-c2ccco2)c(-c2ccco2)s1)c1ccco1,3.0
CC(CNC(=O)Cc1csc(-c2ccccc2)n1)n1cncn1 (centres undefined),-4.4
CCOC(=O)c1cnn(CN2CC(C)OC(C)(C)C2)c1C(F)F (centres undefined),-7.3
Cn1c(Sc2ccc(Cl)cc2)nc(Cl)c1C=O,7.2
CN1CCC(C)(C(=O)Nc2ccccc2-c2ccccc2)C1 (centres undefined),-5.4
Cc1cc(-c2ccc(C(C)N3CCCCC3)cc2)cnc1-n1cnnc1 (centres undefined),-34.5
C[C@H](NC(=O)C12CC3CC(CC(C3)C1)C2)C(=O)O,-4.9
OCCC1CN(Cc2ccc3c(c2)OCCO3)CCN1CC1CCCCC1 (centres undefined),-3.5
COc1ccc(C)cc1NC1CCCN(S(=O)(=O)c2ccc(Cl)cc2)C1 (centres undefined),-3.4
Cc1nnc(NC(=O)Cc2ccccc2)s1,-9.3
CCC(C)NC(=O)C1CCN(c2cc(Br)ccc2C)C1=O (centres undefined),-3.3
CC(C)(C)N(Cc1ccccc1)C(=O)Nc1ccc(F)cc1F,-4.0
O=C(Nc1ccc(SCC(=O)N2CCN(c3ccccc3)CC2)nn1)C1CC1,9.5
Cc1cc(C)c(Cn2cncn2)cc1CN1CCC(N)(C(=O)O)C1 (centres undefined),8.6
O=C(c1cccc(N2CCCC2=O)c1)N1C[C@@H]2C3CCC(CC3)[C@@H]2C1,-23.9
C[C@@H]1CC2C3CCC4=CC(=O)C=C[C@]4(C)[C@@]3(F)[C@@H](O)C[C@]2(C)[C@@]1(O)C(=O)CO (some centres undefined),1.2
COCCN=c1scc(-c2ccc(Br)cc2)n1N=Cc1ccc(SC)cc1,-7.3
Cc1ccc(-c2n[nH]c(=O)c3nc(C)sc23)cc1,-2.9
Cc1cccc2[nH]c(C3CCN(c4ccnc(C(=O)NC(C)C)c4)CC3)nc12,0.1
O=S1(=O)CC(NC(=S)Nc2ccccc2)C(NC(=S)Nc2ccccc2)C1 (centres undefined),-9.7
# New compounds follow:
SMILES,mcGAS RapidFire
CC(=O)NCc1ccc(-c2nc(CC(C)C)no2)cc1,-7.3
COc1cc(NC(=O)Cn2nc(C(F)(F)F)c(Br)c2C)c(OC)cc1Cl,15.8
COc1ccc(SC(C)C(=O)NC2CCC(=O)NC2c2ccccc2)cc1 (centres undefined),-6.3
S=c1[nH]c2ccccc2n1Cc1ccccc1,-8.6
CC1CN(C(C)c2ccc(F)cc2)CCO1 (centres undefined),-1.8
Cc1oc(-c2cc3c(cc2Cl)OCO3)nc1CN1CCCCC1c1ccccn1 (centres undefined),7.1
CC(=O)N1N=C(Cc2ccccc2)OC1C(=O)O (centres undefined),-12.6
CCOc1ccc(NC(=O)COc2ccc3c(C)cc(=O)oc3c2)cc1,-4.0
Cc1ccsc1-c1nccn1CC(c1ccccn1)N1CCOCC1 (centres undefined),1.0

# Some of the compounds tested. The share of hits here may be higher or lower than overall.
